Bioassay records (PubChem)
HKDC1 inhibitor: inhibitors of human hexokinase HKDC1; Q2TB90; recombinant HKDC1, G6PDH/diaphorase resazurin coupled fluorescence; inhibition, % at 20 µM; actives 0.16% (n = 340,000); AID 493160;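 active = inhibition above about 35% when tested at 20 µM, limit read from the data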;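 also: plate controls were DMSO wells with enzyme for no effect and DMSO wells lacking enzyme for full effect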
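Material: recombinant HKDC1 hexokinase; Amount: HKDC1 at 5 µg/mL; Medium: Tris pH 8.0 buffer with MgCl2, Tween-20, BSA, BME; Schedule: 90 min reaction incubation at room temperature, dark; Technique: coupled resazurin fluorescence, excitation 525 nm, emission 613 nm.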
SENP1 inh: SENP1 (human) catalytic domain inhibition | Q9P0U3 | recombinant SENP1 catalytic domain, CyPet-SUMO1-YPet FRET cleavage | inhibition, % at 10 µM | actives 0.21% (n = 360,000) | AID 624204;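 active = inhibition at least 30% at 10 µM, raw YFP signal under a set limit, fluorescence ratio 0.5 to 1.5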;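 also: 0% = enzyme with DMSO and 100% = no enzyme wells; some results filed as inactive read as strong as hits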
Target sequence (Q9P0U3 419-644 limits assumed): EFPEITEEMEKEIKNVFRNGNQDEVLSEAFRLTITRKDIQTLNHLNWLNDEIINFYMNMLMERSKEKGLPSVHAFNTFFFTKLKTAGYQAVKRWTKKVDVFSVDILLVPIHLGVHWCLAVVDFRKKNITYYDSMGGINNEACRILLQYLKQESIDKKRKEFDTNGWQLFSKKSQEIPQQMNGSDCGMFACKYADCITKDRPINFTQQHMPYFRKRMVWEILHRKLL
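Test system: recombinant human SENP1 catalytic domain, His6-tagged / Medium: pH 8 Tris buffer with EDTA, NaCl, BME, BSA, NP40, catalase / Also added: SUMO1 FRET substrate flanked by Cypet and Ypet, 25 nM / Times: 50 min reaction at room temperature / Signal: FRET, CFP and YFP emission / Control set: no-enzyme low control and enzyme-plus-DMSO high control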
SENP8 block-1: SENP8 protease inhibition; purified SENP8, Z-RLRGG-aminoluciferin cleavage, luminescence; inhibition, % at 10 µM; actives 1.2% (n = 330,000); AID 2540; in the data active = inhibition above about 50%
Target sequence (Q96LD8 whole entry, looked up): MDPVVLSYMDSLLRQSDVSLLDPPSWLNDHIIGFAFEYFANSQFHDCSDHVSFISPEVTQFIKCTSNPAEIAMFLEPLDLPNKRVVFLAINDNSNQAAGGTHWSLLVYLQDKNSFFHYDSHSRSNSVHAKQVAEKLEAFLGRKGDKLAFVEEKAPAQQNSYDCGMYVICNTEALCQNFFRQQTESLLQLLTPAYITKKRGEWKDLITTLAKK
SENP7 inh: inhibitors of human SENP7 protease. Q9BQF6. recombinant SENP7, Z-RLRGG-aminoluciferin luminescence, 40 min. AID 434973. inhibition, % at 5 µM. actives 1.5% (n = 330,000);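 active = inhibition above about 50% at the single test dose, limit read from the data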;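 also: plate controls were DMSO with enzyme for no effect and no enzyme buffer wells for full effect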
Target sequence (Q9BQF6 706-1050 limits assumed): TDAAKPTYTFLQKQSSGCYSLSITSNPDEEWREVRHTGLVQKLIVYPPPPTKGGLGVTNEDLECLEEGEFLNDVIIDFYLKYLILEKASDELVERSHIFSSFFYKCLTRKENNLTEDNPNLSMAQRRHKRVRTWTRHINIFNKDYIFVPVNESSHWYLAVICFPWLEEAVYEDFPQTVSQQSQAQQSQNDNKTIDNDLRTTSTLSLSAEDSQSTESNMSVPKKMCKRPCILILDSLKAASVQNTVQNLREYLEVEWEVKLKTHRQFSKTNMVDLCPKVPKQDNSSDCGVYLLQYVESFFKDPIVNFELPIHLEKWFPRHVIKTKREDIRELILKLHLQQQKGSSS
Apaf-1 inh: inhibitors of human Apaf-1 apoptosome | reconstituted apoptosome caspase-3 activity, DEVD-Rh110 fluorescence | O14727 | actives 0.71% (n = 330,000) | inhibition, % at 20 µM | AID 489030; active = inhibition of at least 40% at 20 µM;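 also: plate controls were DMSO wells for no effect and DEVD-CHO caspase inhibitor wells for full effect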
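Material: biochemical Apaf-1 apoptosome reconstitution. Medium: Hepes buffer, pH 7.5. Also added: cytochrome c activation, bis-DEVD rhodamine 110 substrate. Timing: 30 min compound preincubation, 50 min activation, room temperature. Measured by: rhodamine 110 fluorescence at Ex 480/Em 540 nm.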
SENP6 block: blocks the human protease SENP6; Q9GZR1; Recombinant SENP6 catalytic domain, aminoluciferin luminescence; inhibition, % at 10 µM; actives 1.8% (n = 330,000);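 active = inhibition above about 50% at the single tested dose, limit read from the data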;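 also: plate controls were DMSO wells with enzyme for no effect and DMSO wells lacking enzyme for full effect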
SENP8 block-2: SENP8 (human) protease inhibition; actives 0.64% (n = 360,000); recombinant SENP8, Nedd8 substrate fluorescence; AID 602440; inhibition, % at 20 µM; Q96LD8; in the data active = inhibition mostly above about 40%, no sharp cut-off; inactive = mostly below about 27%
PfG6PD inh: PfG6PD (Plasmodium falciparum) enzyme inhibition | actives 0.78% (n = 350,000) | inhibition, % at 20 µM | PfGluPho enzyme, NADPH resazurin-diaphorase fluorescence | AID 504690;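 active = inhibition reaching at least a set limit at 20 µM in the primary screen, cut at about 59% in these data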;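 also: 0% = DMSO wells with substrate and 100% = DMSO wells lacking glucose-6-phosphate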
An asterisk follows results filed as active; . = not tested or not shown.

SMILES | HKDC1 inhibitor | SENP1 inh | SENP8 block-1 | SENP7 inh | Apaf-1 inh | SENP6 block | SENP8 block-2 | PfG6PD inh
CCCCn1c(N)c(N(CCC(C)C)C(=O)CC2CCCCC2)c(=O)[nH]c1=O | 0 | -1 | 5 | 3 | -2 | -7 | -1 | -5
Cc1ccc(CN(C(=O)c2c(F)cccc2F)C2CC(C)(C)NC(C)(C)C2)o1 | 13 | 1 | 0 | 0 | -16 | -14 | 12 | -5
CCOC(=O)N1CCN(C(=O)c2ccc(CN(c3ccc(C)c(C)c3)S(C)(=O)=O)cc2)CC1 | -1 | 2 | -7 | -4 | 10 | -5 | 4 | -13
COc1cccc(-c2noc(N)c2C#N)c1 | -3 | -6 | -9 | -18 | 10 | -26 | 8 | 1
CCO[C@@H]1OC(C(=O)Nc2ccccc2)=C[C@H](c2ccc(C(F)(F)F)cc2)[C@H]1CCCO | 0 | -2 | -21 | -9 | 30 | -15 | 19 | 32
Cc1ccc(NCc2nc(SCC(=O)Nc3ccccc3)n[nH]2)cc1 | -1 | 2 | -14 | 1 | 1 | 0 | 10 | 13
CC(=O)c1cc(F)ccc1OCC(=O)N1CCCc2ccccc21 | -7 | -1 | -3 | 3 | 12 | -19 | 6 | 6
CCc1ccc(NC(=O)CSc2nc3ccccc3nc2N2CCCCC2)cc1 | 3 | -7 | 9 | -7 | 11 | 11 | -90 | 16
C/C(N)=C(/C#N)C(=O)CSc1nc2cc(Cl)ccc2c(=O)n1Cc1ccco1 | -1 | -5 | -10 | -6 | 4 | -11 | -12 | -7
CCCOc1ccc(C2/C(=C(\O)c3c(C)[nH]c(C(=O)OC)c3C)C(=O)C(=O)N2CCN(C)C)cc1 (stereo not drawn) | 3 | -1 | 4 | 3 | 10 | -20 | 24 | -3
Cc1ccc2cc(CN(c3ccccc3C)S(=O)(=O)c3ccccc3)c(=O)[nH]c2c1 | -3 | -3 | -1 | -1 | 11 | 9 | -101 | 4
Cn1cc(CN2CCN(CC(C)(C)C)C(CCO)C2)c2ccccc21 (stereo not drawn) | -7 | 0 | 7 | 3 | -1 | 3 | 17 | 1
N#Cc1ccccc1NC(=O)COC(=O)COc1ccccc1[N+](=O)[O-] | -5 | 3 | 2 | 3 | -8 | -12 | -27 | 13
O=C(Nc1ccccc1Cl)c1ccc(Cl)cc1Cl | -5 | -1 | 1 | 2 | 6 | -28 | 4 | -6
CC1CCC2C(=O)N(c3cc(Cl)ccc3OC(=O)c3ccco3)C(=O)C2C1 (stereo not drawn) | 0 | 4 | 2 | 13 | 7 | -13 | 10 | 9
Brc1cccc(-c2nnc3n2CCCCC3)c1 | 1 | -1 | -5 | -5 | -5 | -20 | 22 | -2
CC(Oc1ccc(Cl)cc1Cl)c1ccnc(N)n1 (stereo not drawn) | -2 | 0 | -2 | 6 | 2 | 0 | 14 | 0
COCCNC(=S)N/N=C/c1ccc([N+](=O)[O-])cc1 | -3 | 0 | -7 | -3 | -16 | -21 | 43* | 3
COc1cc(OC)c(N2CC(C(=O)Nc3cc(Cl)ccc3N3CCOCC3)CC2=O)cc1Cl (stereo not drawn) | -1 | 1 | -2 | -2 | 4 | -3 | 2 | -17
NS(=O)(=O)c1ccc(NC(=O)CSc2ccc3ccccc3n2)cc1 | -6 | 2 | -6 | -6 | 11 | -10 | 0 | -14

An excerpt from above, showing only SENP6 block and PfG6PD inh:
Structure,SENP6 block,PfG6PD inh
CCOC(=O)N1CCN(C(=O)c2ccc(CN(c3ccc(C)c(C)c3)S(C)(=O)=O)cc2)CC1,-5,-13
COc1cccc(-c2noc(N)c2C#N)c1,-26,1

(next part)
SMILES | HKDC1 inhibitor | SENP1 inh | SENP8 block-1 | SENP7 inh | Apaf-1 inh | SENP6 block | SENP8 block-2 | PfG6PD inh
O=C(O)c1ccc(-c2ccc(OS(=O)(=O)c3ccccc3F)cc2)cc1 | 2 | -17 | 41 | 8 | 6 | 57* | 14 | -36
COc1ccccc1Nc1nc(-c2c(C)nc3ncccn23)cs1 | 1 | 7 | . | . | . | . | -23 | 20
Cc1ccc2cccc(OCc3nnc(SCC(=O)O)n3C)c2n1 | -10 | 1 | -4 | -3 | 12 | -16 | -25 | 9
Cc1ccc(NC2CCCN(C(=O)c3ccoc3C)C2)cc1C (stereo not drawn) | 5 | 0 | 1 | -8 | -10 | -5 | 4 | 4
COc1ccc(/C=N/n2cnnc2)cc1Oc1nc(Cl)ncc1F | -3 | 1 | 5 | 2 | -6 | -14 | 7 | 5
CCCCN(C(=O)CSc1nc2ccccc2s1)c1c(N)n(CCCC)c(=O)[nH]c1=O | -8 | -8 | -6 | -12 | 2 | 2 | -22 | 34
CCOc1ccc(NC(=O)CN(C)C(=O)c2cccc(S(=O)(=O)N3CCN(C)CC3)c2)cc1OCC | -1 | 1 | . | . | . | . | 12 | -3
COc1ccc(C(=O)Nc2cc(C)on2)cc1OC | -4 | 1 | -7 | 19 | -1 | -22 | 7 | -6
CN(C)CCC(O)(c1ccccc1)c1ccccc1 | -10 | 2 | 4 | 2 | 0 | 9 | 14 | -8
CN(C)C=NC(=O)c1cc(C(=O)c2ccc(F)cc2)c[nH]1 | 14 | -2 | -2 | 0 | 6 | -26 | -6 | -13
CCS(=O)(=O)N1N=C(c2ccccc2)CC1c1ccc2nccnc2c1 (stereo not drawn) | -12 | -3 | 4 | 7 | -5 | -5 | 14 | -3
CCC(C)c1ccccc1NC(=O)COC(=O)CCc1cc(OC)c(OC)c(OC)c1 (stereo not drawn) | -5 | -2 | -7 | -4 | 16 | -4 | 17 | -6
C=CCc1ccc(OCc2ccc(C(=O)O)o2)c(OC)c1 | 0 | 0 | 64* | 63* | -3 | 79* | 8 | -12
O=C(COC(=O)c1cc([N+](=O)[O-])ccc1N1CCOCC1)Nc1ncc(Cl)cc1Cl | 2 | -2 | 8 | 5 | 11 | 2 | 4 | 10
COc1cccc(C(=O)Nc2nnc(Cc3ccc(OC)c(OC)c3)s2)c1 | -6 | 1 | 4 | 10 | -10 | -8 | 13 | 13
O=S(=O)(c1ccccc1)c1cnn2c(C(F)(F)F)cc(-c3ccc(F)cc3)nc12 | -1 | -104 | -6 | -4 | -2 | -8 | -297 | -14
O=S(=O)(Nc1nccs1)c1ccc2c(c1)OCCO2 | 4 | 2 | 11 | 1 | -12 | 7 | 4 | -20
CC(O)CNc1ccc(-c2n[nH]c(=O)c3ccccc23)cc1[N+](=O)[O-] (stereo not drawn) | 0 | 0 | 4 | -2 | 3 | 9 | 24 | -4
COc1ccc(CC(=O)NCC2CCCN(Cc3ccc(SC)cc3)C2)cc1 (stereo not drawn) | -1 | -2 | -13 | -15 | 3 | -12 | 10 | 6
CCOC(=O)C1=C(C)Nc2ncnn2C1c1ccc2c(c1)OCO2 (stereo not drawn) | -13 | 3 | 10 | 3 | -25 | 8 | 4 | 31

Structures above marked active in SENP8 block-1:
Structure | HKDC1 inhibitor | SENP1 inh | SENP8 block-1 | SENP7 inh | SENP6 block | PfG6PD inh
C=CCc1ccc(OCc2ccc(C(=O)O)o2)c(OC)c1 | 0 | 0 | 64* | 63* | 79* | -12

Further structures
SMILES | HKDC1 inhibitor | SENP1 inh | SENP8 block-1 | SENP7 inh | Apaf-1 inh | SENP6 block | SENP8 block-2 | PfG6PD inh
Cc1ncc([N+](=O)[O-])n1Cc1ccccc1 | -7 | 3 | -10 | -6 | -2 | -37 | 14 | -12
COc1ccc(Nc2nc(N)c(C(=O)c3ccc(F)cc3)s2)cc1 | 0 | -5 | -16 | -2 | 12 | -6 | 16 | -3
Cc1cccc(C(=O)N[C@H](C(=O)Nc2nc3ccccc3[nH]2)C(C)C)c1 | -8 | 4 | 1 | 3 | -8 | -2 | 5 | 5
CCOC(=O)N1CCN(C(=O)COc2cccc3c2CCN(CC)C3=O)CC1 | 2 | 3 | 5 | 3 | -5 | 2 | 19 | -13
CC(=O)c1sc(NC(=O)C2COc3ccccc3O2)nc1C (stereo not drawn) | 0 | 0 | 29 | 19 | -2 | 52* | -46 | -18
CC(C)CNC(=S)N1CCC(c2nc(-c3ccc(F)cc3)no2)CC1 | -3 | 2 | 7 | -5 | -10 | -2 | 11 | 7
C=CCn1c(=O)c(C(=O)NCCNCC)c(O)c2ccccc21 | 2 | 1 | -1 | 7 | 1 | 5 | 2 | -3
CCC1CC2CC(NC(C)=O)C1C2 (stereo not drawn) | -6 | -1 | 3 | 3 | -3 | -3 | 17 | 1
CCOc1cc(/C=N/n2c(COc3ccccc3)n[nH]c2=S)ccc1O | -1 | -2 | 3 | 4 | 14 | -10 | 12 | 33
CCNC(=O)CC1C(=O)N(CC)C(=S)N1NC(=O)c1cccnc1 (stereo not drawn) | -6 | 2 | -5 | 6 | -21 | 21 | 6 | 6
C/C(=N\NC(=O)c1c(Cl)cnn1C)c1cccc(NC(=O)C(C)C)c1 | 13 | 2 | -2 | -2 | 1 | -24 | 16 | -14
COc1ccc2cc3c(N)nn(C(=O)c4ccccc4[N+](=O)[O-])c3nc2c1 | -1 | -14 | -9 | -11 | 9 | -14 | 4 | 24
CC(C(=O)N(C)C1CCS(=O)(=O)C1)N1C(=O)/C(=C/c2ccco2)SC1=S (stereo not drawn) | 7 | -7 | 4 | -3 | 2 | 3 | 24 | 19

An excerpt of these results, with each value named:
> C=CCc1ccc(OCc2ccc(C(=O)O)o2)c(OC)c1
  HKDC1 inhibitor: 0
  SENP1 inh: 0
  SENP8 block-1: 64*
  SENP7 inh: 63*
  Apaf-1 inh: -3
  SENP6 block: 79*
  SENP8 block-2: 8
  PfG6PD inh: -12
> O=C(COC(=O)c1cc([N+](=O)[O-])ccc1N1CCOCC1)Nc1ncc(Cl)cc1Cl
  HKDC1 inhibitor: 2
  SENP1 inh: -2
  SENP8 block-1: 8
  SENP7 inh: 5
  Apaf-1 inh: 11
  SENP6 block: 2
  SENP8 block-2: 4
  PfG6PD inh: 10
> COc1cccc(C(=O)Nc2nnc(Cc3ccc(OC)c(OC)c3)s2)c1
  HKDC1 inhibitor: -6
  SENP1 inh: 1
  SENP8 block-1: 4
  SENP7 inh: 10
  Apaf-1 inh: -10
  SENP6 block: -8
  SENP8 block-2: 13
  PfG6PD inh: 13
